Screening data (PubChem)
NFkB transloc pot: enhances IL-1B driven NFkB nuclear translocation; activation, % at 2 µM; 0.3% of 94,000 active; HUVEC IL-1B NFkB p65 nuclear translocation imaging;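 active = activation above 40%, about the mean plus 3 SD, also judged a hit on visual image review; inconclusive = activation above 40% but not a hit on visual review; inactive = activation not above 40% and no visual hit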;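 also: percent activation is computed from the nuclear over cytoplasmic p65 intensity ratio; values of inactives mirror those of a sister screen read the other way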
IL1B NFkB inh: blocks IL-1B driven NFkB nuclear translocation in HUVEC cells; HUVEC IL-1B NFkB p65 nuclear translocation imaging; inhibition, % at 2 µM; 0.43% of 94,000 active; AID 796;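 active = inhibition above about 30% together with a positive call from visual inspection of the well image, limit read from the data; inconclusive = inhibition above a set limit but visual check negative; inactive = inhibition not above a set limit, visual check negative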;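 also: nuclear over cytoplasmic p65 intensity ratio measured by imaging; 0% = IL-1B stimulated DMSO wells and 100% = unstimulated DMSO wells; values of inactives mirror those of a sister screen read the other way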
PLAP inhibition: inhibition of human placental alkaline phosphatase – biochemical, luminescence, HTS (AID 690); purified PLAP, luminescent substrate; higher % means a stronger effect; inhibition, % at 20 µM, or IC50 in µM where a hit was titrated; 0.08% of 96,000 active; in the data active = a potency from the dose series; inactive = the rest, 99 in 100 with inhibition below about 30%; also: strong numbers were not always called active
MRP resist rev: MRP-mediated drug resistance reversal; H69AR cells + 2 uM doxorubicin, CellTiter-Glo, 72 h; differential viability (reversal), % at 10 µM; 0.04% of 85,000 active; AID 602;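 active = viability drop by adding the cancer drug above about 55%, with treated viability meeting a 40% cutoff, limit read from the data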;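 also: viability without doxorubicin minus viability with 2 µM doxorubicin for each compound; larger differential means the compound sensitizes cells more to doxorubicin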
Bcl-B TR3 displacers: displacers of TR3 peptide from Bcl-B, primary screen, selectivity assay for Bfl-1 inhibitor project, biochemical, fluorescence polarization; FP displacement of FITC-TR3 peptide from Bcl-B; higher % means a stronger effect; one-dose displacement, % at 20 µM; IC50 in µM for titrated hits; AID 748; 0.11% of 96,000 active;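 active = displacement above 50% at 20 µM plus a fluorescence interference ratio under 1.5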;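 also: plate controls were wells without compound for no effect and wells lacking Bcl-B protein for full effect; a part of the inactive calls stands beside numbers as strong as those of hits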
MRP resist rev cytotoxicity: second read-out of MRP resist rev, no call of its own (marks repeat the call); viability, %; H69AR cells, CellTiter-Glo, 72 h; measured here: cytotoxicity without doxorubicin
MRP resist rev with doxorubicin: recorded beside MRP resist rev, whose call it bears; viability, %; measured here: viability with 2 uM doxorubicin; stronger effect = lower value
IL1B NFkB inh cell count 2 µM: second read-out of IL1B NFkB inh, no call of its own (marks repeat the call); cell count; measured here: cells passing quality filter;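 raw number of nuclei counted in each imaged well without normalization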
NFkB transloc pot cell count 2 µM: further read-out of NFkB transloc pot, marked with its call; cell count; measured here: cells passing quality filter
* marks the source's active call; other numbers are inactive results; ? = inconclusive; / = not tested or not shown.

Preview:
SMILES	NFkB transloc pot	NFkB transloc pot cell count 2 µM	IL1B NFkB inh	IL1B NFkB inh cell count 2 µM	PLAP inhibition	MRP resist rev	MRP resist rev cytotoxicity	MRP resist rev with doxorubicin	Bcl-B TR3 displacers
O=C1C=C(Nc2ccccc2O)c2ccccc2C1=O	3.0	166	-3.0	166	27.4%	-1.1	7.9	9.0	15.1%
COc1ccc(Cl)cc1NC(=O)Nn1cnnc1	-0.1	160	0.1	160	15.1%	3.6	107.4	103.8	8.5%
Cc1ccn2c(NC(=O)c3ccccc3)c(-c3cccs3)nc2c1	3.9	123	-3.9	123	-8.2%	/	/	/	-5.3%
COc1ccc(Cn2nnnc2C(c2cc(OC)ccc2OC)N2CCC(C(N)=O)CC2)cc1 (stereo not drawn)	0.6	162	-0.6	162	-60.0%	-1.8	98.7	100.5	5.5%

All compounds of this part, from the first entry:
SMILES	NFkB transloc pot	NFkB transloc pot cell count 2 µM	IL1B NFkB inh	IL1B NFkB inh cell count 2 µM	PLAP inhibition	MRP resist rev	MRP resist rev cytotoxicity	MRP resist rev with doxorubicin	Bcl-B TR3 displacers
O=C1C=C(Nc2ccccc2O)c2ccccc2C1=O	3.0	166	-3.0	166	27.4%	-1.1	7.9	9.0	15.1%
COc1ccc(Cl)cc1NC(=O)Nn1cnnc1	-0.1	160	0.1	160	15.1%	3.6	107.4	103.8	8.5%
Cc1ccn2c(NC(=O)c3ccccc3)c(-c3cccs3)nc2c1	3.9	123	-3.9	123	-8.2%	/	/	/	-5.3%
COc1ccc(Cn2nnnc2C(c2cc(OC)ccc2OC)N2CCC(C(N)=O)CC2)cc1 (stereo not drawn)	0.6	162	-0.6	162	-60.0%	-1.8	98.7	100.5	5.5%
CCOC(=O)c1cnc(SCC(=O)Nc2ccc(NC(C)=O)c(OC)c2)nc1N	4.0	184	-4.0	184	3.9%	12.7	90.5	77.8	-1.8%
COc1ccc(C(=O)Nc2ccccc2C(=O)N/N=C/c2ccc(O)c(OC)c2)cc1	7.1	138	-7.1	138	0.9%	/	/	/	0.6%
CC(C)OC(=O)C(C)Oc1ccc(C(=O)NCCc2ccccc2)cc1 (stereo not drawn)	-14.0	125	14.0	125	12.4%	12.3	95.7	83.4	8.1%
Cc1cccc(C)c1NC(=O)c1cc2c(=O)c3ccccc3oc2nc1C(F)(F)F	3.0	115	-3.0	115	8.3%	/	/	/	-6.6%
COCc1nnc(SCC(=O)Nc2cccc(Cl)c2C)n1-c1ccccc1	10.2	129	-10.2	129	11.8%	1.1	91.4	90.2	-4.1%
O=C(Nc1ccc(O)cc1)C1CC=CCC1 (stereo not drawn)	-4.7	129	4.7	129	1.8%	4.0	95.5	91.5	-16.7%
CCn1cc([N+](=O)[O-])c(C(=O)Nc2ccc3c(c2)OCCO3)n1	-3.2	133	3.2	133	4.8%	/	/	/	-4.7%
CC1CCN(c2nc3c(c(=O)n(C)c(=O)n3C)n2Cc2ccccc2)CC1	9.9	157	-9.9	157	20.6%	16.7	71.4	54.8	-4.2%
CN1CCN(c2nc3c(c(=O)[nH]c(=O)n3C)n2CCSc2nc3ccccc3s2)CC1	6.8	54	-6.8	54	/	21.1	100.5	79.5	/
COCCNC(=O)C(C)N(c1ccc(Oc2ccccc2)cc1)S(C)(=O)=O (stereo not drawn)	11.8	149	-11.8	149	-30.2%	2.5	97.2	94.7	-5.4%
CCOC(=O)C1=C(C)N(C)C(C)=C(C(=O)OCC)C1c1cccnc1	5.4	136	-5.4	136	-17.8%	-3.2	79.1	82.3	-0.5%
N#CC(c1ccc(Cl)cc1)c1ccc(Cl)nn1 (stereo not drawn)	0.1	169	-0.1	169	5.0%	20.4	102.8	82.3	-3.8%
O=c1c2ccccc2c2ccccc2c(=O)n1CC1CCCO1 (stereo not drawn)	3.9	135	-3.9	135	-1.4%	-12.0	83.7	95.8	-3.5%
Cc1ccc(P(=O)(CC(=O)O)c2ccc(C)cc2)cc1	-16.1	190	16.1	190	-31.1%	4.2	93.9	89.7	-2.2%
COc1ccccc1OCCSc1nnnn1-c1ccc(C)cc1	0.7	158	-0.7	158	-8.6%	5.5	90.9	85.4	-24.6%
CCCOc1ccc(C2C(C(=O)c3ccc(C)o3)=C(O)C(=O)N2Cc2cccnc2)cc1 (stereo not drawn)	11.7	145	-11.7	145	-57.6%	/	/	/	-9.4%
CCn1c(SCC(N)=O)nc2sc3c(c2c1=O)CCCC3	-5.0	150	5.0	150	23.2%	9.9	88.1	78.2	1.5%
Cc1csc2c(=O)n3c(nc12)CCCCC3	9.6	115	-9.6	115	-31.1%	-5.9	100.3	106.2	7.4%
CCOc1ccc(NC(=O)CSc2nnnn2CC(=O)O)cc1	-5.2	128	5.2	128	/	4.5	103.5	99.0	/
COc1ccc(NC(=O)NCc2ccccn2)cc1	-5.5	120	5.5	120	/	6.6	97.4	90.8	/
COc1ccc2ccccc2c1CN1CCN(C(=O)c2ccccc2)CC1	1.6	79	-1.6	79	-77.6%	-6.9	72.8	79.6	9.5%
COc1ccc(-c2cccc(C(=O)NCC(=O)O)c2)cc1	-17.9	143	17.9	143	-26.4%	1.4	92.9	91.5	5.4%
CC(C)NC(=O)CN(CCc1ccccc1)S(C)(=O)=O	-5.8	190	5.8	190	11.9%	22.8	122.5	99.6	-6.7%
COc1ccc(/C=C(\C#N)C(=O)N2CCOCC2)cc1Br	22.9	91	-22.9	91	-2.6%	/	/	/	3.5%
Cc1cc(C)c2c3c(sc2n1)C(=O)N(C)CC(=O)N3	-11.2	108	11.2	108	-11.2%	-9.5	93.4	102.9	8.2%
COCCn1c(SCc2nc3cc(OC)c(OC)cc3c(=O)[nH]2)nnc1-c1ccncc1	/	/	/	/	4.9%	-7.5	104.7	112.2	-33.3%
CN(C)C(CNS(=O)(=O)c1ccc(Br)cc1)c1cccnc1 (stereo not drawn)	15.0	94	-15.0	94	/	-16.7	85.7	102.4	/
Cc1ccc(C2=CSC3=NS(=O)(=O)CCN23)cc1C	-14.8	171	14.8	171	27.8%	-7.5	81.2	88.7	-11.7%
O=C(OCC(=O)N1CCN(C(=O)c2ccco2)CC1)c1cc(=O)c2ccccc2o1	-5.7	189	5.7	189	11.7%	-4.9	87.4	92.3	-2.9%
CCCCc1nnc(NC(=O)C(C)Sc2nc(C)cc(=O)[nH]2)s1 (stereo not drawn)	2.1	153	-2.1	153	-25.4%	5.3	93.3	87.9	-0.8%
COc1cc2c(cc1NC(=O)c1cccc(Br)c1)CCCC2	3.1	92	-3.1	92	5.0%	/	/	/	-12.5%
COc1ccc(OC)c(-n2nnnc2SCC(=O)NCc2ccc3c(c2)OCO3)c1	-13.3	120	13.3	120	2.5%	16.8	102.9	86.1	15.8%
O=C1Cc2ccccc2C(=O)N1Cc1ccccc1	0.9	174	-0.9	174	-56.9%	-23.5	87.9	111.4	30.4%
O=C(Cn1cc2c(n1)CCCCC2)N1CCCCC1	/	/	/	/	14.6%	5.9	103.5	97.7	0.2%
CCOC(=S)N/C(=N\S(=O)(=O)c1ccc(C)cc1)c1ccccc1	-2.3	140	2.3	140	-8.5%	/	/	/	-2.6%
COc1ccc(CNC(=O)c2ccc3nccnc3c2)cc1	4.5	82	-4.5	82	4.7%	4.2	81.9	77.6	-11.7%
NC(=O)C1(N2CCCCC2)CCN(C2CC(=O)N(Cc3ccc(N4CCCC4=O)cc3)C2=O)CC1 (stereo not drawn)	3.1	151	-3.1	151	-15.7%	11.8	100.1	88.3	17.2%
c1ccc(Cc2nn[nH]n2)cc1	/	/	/	/	-4.4%	13.9	102.4	88.5	5.7%
CN(C1CCCCC1)S(=O)(=O)c1ccccc1	8.0	178	-8.0	178	-1.4%	2.9	107.1	104.2	-7.0%
CCC(Oc1ccc2ccccc2c1)C(=O)O (stereo not drawn)	-1.5	141	1.5	141	-26.6%	-9.0	96.3	105.3	-7.0%
O=c1c2sc3nc(N4CCOCC4)c4c(c3c2nnn1Cc1ccccc1)CCCC4	-12.2	119	12.2	119	-1.9%	/	/	/	4.5%
O=C(NCc1ccccn1)c1c(O)c2cccc3c2n(c1=O)CC3	14.6	177	-14.6	177	-4.7%	-8.6	88.9	97.6	15.9%
Cc1nc2c(C(=O)NCCC(C)C)c[nH]n2c(=O)c1Cc1ccccc1F	-1.1	153	1.1	153	-61.0%	-27.6	46.3	73.8	1.5%
c1cnc(-c2nnc3n2CCCCC3)cn1	-4.8	88	4.8	88	-10.5%	5.3	92.8	87.5	2.6%
O=C(NCCCN1CCN(Cc2ccccc2)CC1)C1CCN(S(=O)(=O)N2CCCC2)CC1	-6.6	129	6.6	129	-54.0%	13.9	102.3	88.4	8.4%
O=C(CSc1nnc(-c2ccc(O)cc2)n1Cc1ccco1)N1CCc2ccccc2C1	2.9	194	-2.9	194	-46.5%	6.6	81.2	74.6	57.2%
Cc1ccc(Nc2cnn(C34CC5CC(CC(CC(=O)O)(C5)C3)C4)c(=O)c2Cl)cc1	-3.9	160	3.9	160	-67.0%	3.1	96.5	93.4	10.9%
COC(=O)C1=C2SC(C)C(=O)N2C(N)=C(C#N)C1c1cc(OC)c(OC)c(OC)c1 (stereo not drawn)	2.5	116	-2.5	116	-37.0%	-2.0	93.4	95.4	6.9%
Nc1nc(SCC(=O)Nc2ccccc2Sc2ccc(Cl)cc2)n[nH]1	5.0	155	-5.0	155	-61.2%	13.7	91.9	78.2	9.1%
COC(=O)c1cc2c(cc1NC(=O)CSCCc1ccccn1)OCO2	/	/	/	/	0.5%	-4.8	78.3	83.2	15.0%
Nc1nc2ccc(C(=O)Nc3ccccc3)cc2s1	11.6	161	-11.6	161	7.3%	3.5	75.9	72.3	10.1%
CCc1nnc(NC(=O)CSc2nnc(-c3ccoc3C)n2-c2cccc(C)c2)s1	?	/	-49.6	173	-42.7%	-6.0	71.8	77.8	1.2%
CCOc1ccccc1NC(=O)c1ccc(S(=O)(=O)N2CCOCC2)cc1	-7.6	123	7.6	123	2.7%	3.4	92.5	89.1	-4.6%
COC1CCCCC1NS(=O)(=O)c1ccc(Cl)cc1 (stereo not drawn)	/	/	/	/	-5.6%	-8.7	80.0	88.7	-12.3%
O=S(=O)(c1ccc(Cl)s1)N1CCN(C/C=C/c2ccccc2)CC1	?	/	-41.0	133	-2.6%	2.2	99.2	97.0	-19.6%
CN(C)C(=O)N1CCN(C(=O)N2CCOCC2)CC1	1.9	123	-1.9	123	/	-13.4	85.8	99.2	/

The results go on:
SMILES	NFkB transloc pot	NFkB transloc pot cell count 2 µM	IL1B NFkB inh	IL1B NFkB inh cell count 2 µM	PLAP inhibition	MRP resist rev	MRP resist rev cytotoxicity	MRP resist rev with doxorubicin	Bcl-B TR3 displacers
O=C(NCN1CCN(CCO)CC1)c1cnccn1	-22.7	165	22.7	165	-8.8%	/	/	/	4.9%
O=C(COc1ccccc1)Nc1ccc(Cl)c(-c2nc3ncccc3o2)c1	2.0	155	-2.0	155	/	8.9	101.5	92.6	/
O=C(NCc1cccnc1)/C(=C/c1ccc(-c2cccc(Cl)c2)o1)S(=O)(=O)c1ccccc1	-5.4	139	5.4	139	10.8%	/	/	/	15.4%
Cc1nc2c(-c3ccc(F)cc3)c(C)nn2c(C)c1CCC(=O)N1CCN(c2ccccc2)CC1	18.6	187	-18.6	187	-40.8%	6.2	72.7	66.4	-13.0%
COc1ccc(CCNC(=O)c2nnn(-c3ccccc3OC)c2N)cc1OC	6.6	163	-6.6	163	2.6%	9.1	94.4	85.3	0.2%
Cc1cc(C)c2nc(C(F)(F)F)nc(N3CCN(C(=O)c4ccco4)CC3)c2c1	6.2	156	-6.2	156	-8.7%	-6.7	71.6	78.3	-2.0%
CC(=O)c1c(O)cc(C)n(Cc2ccccc2)c1=O	-0.1	87	0.1	87	/	/	/	/	/
O=C(Nc1cccc(O)c1)c1ccc(Br)c(S(=O)(=O)N2CCCCC2)c1	8.1	208	-8.1	208	13.7%	5.5	83.4	78.0	-0.7%

Some of the compounds tested (hit frequency here may not be typical).
